AmpC det inh: inhibitors of E. coli AmpC beta-lactamase with detergent | P00811 | purified AmpC, nitrocefin hydrolysis with detergent | Potency, µM (titrated, usually from 28.7 µM), for inactives: at the highest dose activity change, negative = inhibition | 71,000 tested, 0.09% active | AID 584; active = well fitted curve in the direction sought with a large enough effect
Target sequence (P00811 whole entry, looked up): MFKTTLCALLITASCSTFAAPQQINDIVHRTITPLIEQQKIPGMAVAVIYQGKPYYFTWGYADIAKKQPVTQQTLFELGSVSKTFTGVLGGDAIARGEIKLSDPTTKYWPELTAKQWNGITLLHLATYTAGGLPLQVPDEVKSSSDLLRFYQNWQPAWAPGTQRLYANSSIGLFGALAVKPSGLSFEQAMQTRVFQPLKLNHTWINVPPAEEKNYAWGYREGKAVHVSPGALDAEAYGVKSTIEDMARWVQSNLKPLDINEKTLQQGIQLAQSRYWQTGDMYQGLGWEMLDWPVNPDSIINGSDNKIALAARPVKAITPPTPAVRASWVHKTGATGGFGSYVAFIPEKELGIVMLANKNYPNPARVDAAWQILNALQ
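E. coli AmpC (5.3 nM) in 20 mM phosphate pH 7.0 with 0.01% Triton X-100, preincubated 15 min RT with compound; nitrocefin (2 uL of 800 uM stock) hydrolysis followed by 480 nm absorbance every 20 s over 4 min.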
* hit, by the source's call; & = joins results of further samples; [ ] = dose if it differs, or a comment. % is set by controls: 0 for no effect and ±100 for the full control effect; potency is the fitted concentration of half-maximal effect. A portion of the library (hit frequency here may not be typical).

SMILES | AmpC det inh
Cc1ccc(S(=O)(=O)N(CC(O)CN2CCCCC2)c2ccccc2)cc1 (stereo not drawn) | 12%
CC(C)(C)NC(=O)C1CC(=O)OC1(C)C (stereo not drawn) | -4%
CCOC(=O)c1oc2ccccc2c1NC(=O)c1ccccc1OC | -4%
COc1ccc(S(=O)(=O)NCCCCCC(=O)NCCCN2CCOCC2)cc1 | -3%
COc1cccc(NC(=O)/C=C\c2ccc(Cl)cc2)c1 | 5%
COC(=O)c1ccc2c(=O)n(CCO)c(=S)[nH]c2c1 | 0%
COC(=O)c1ccccc1NC(=O)C1CCCN(S(C)(=O)=O)C1 (stereo not drawn) | 0%
Cc1cc(-n2nc(C)cc2C)nc(NS(=O)(=O)c2ccccc2)n1 | 7%
NC(=O)CS(=O)(=O)c1nc2ccccc2n1CC(=O)N1CCCCC1 | -4%
c1nc(NC2CC2)c2cc(-c3ccoc3)ccc2n1 | 6%
O=C(Oc1ccc(-n2cnnn2)cc1)c1ccco1 | -3%
CC(C)(C)c1nnc(NC(=O)CN2C(=O)C3C4C=CC(C4)C3C2=O)s1 (stereo not drawn) | -1%

Overlap with the part before: four compounds; new compounds follow.
SMILES | AmpC det inh
NC(=O)CS(=O)(=O)c1nc2ccccc2n1CC(=O)N1CCCCC1 | -4%
c1nc(NC2CC2)c2cc(-c3ccoc3)ccc2n1 | 6%
O=C(Oc1ccc(-n2cnnn2)cc1)c1ccco1 | -3%
CC(C)(C)c1nnc(NC(=O)CN2C(=O)C3C4C=CC(C4)C3C2=O)s1 (stereo not drawn) | -1%
CCN(c1cccc(C(F)(F)F)c1)S(=O)(=O)c1ccc2c(c1)CCN2C(=O)C1CC1 | -3%
CCC(=O)Nc1nnc(CSCc2ccccc2)s1 | 0%
COc1ccc(-c2nc(CS(=O)CC(=O)N3CCC4(CC3)OCCO4)c(C)o2)cc1 (stereo not drawn) | -2%
COc1cccc(N(CC(=O)NCc2cccnc2)S(C)(=O)=O)c1 | 9%
Cc1nc2cc(-n3ccc(=O)cc3)ccc2n1-c1ccccc1 | 0%
CCCCn1c(=O)c(C(=O)Nc2ccccc2S(N)(=O)=O)c(O)c2ccccc21 | -1%
COC(=O)C1=C(C)NC(C)=C(C(=O)OC)C1c1cc2cc(C)ccc2[nH]c1=O | 10%
COc1ccccc1-c1cc(C(=O)Nc2cc(C)on2)no1 | 6%
CCc1ccc(N2CCCn3c2nc2c3c(=O)n(CCN3CCOCC3)c(=O)n2C)cc1 | 12%
CCn1c2ccccc2c2nc3cc(OC)c(OC)cc3nc21 | 7%
COc1ccc(C(C#N)C2(C)OCCO2)cc1OC (stereo not drawn) | 0%
O=C(Cn1nc(Cc2cccnc2)c2ccccc2c1=O)N1CCN(C(=O)c2ccco2)CC1 | 8%
Cc1ccccc1-n1c(SCC(=O)N2CCN(c3ccccc3)CC2)nnc1-c1ccncc1 | -7%
CCc1nc2ccccc2n(CCOCCn2c(=O)c(CC)nc3ccccc32)c1=O | 0%
Nn1c(COc2ccccc2)nnc1SCC(=O)O | -2%
CSc1ccc(-c2nnn(Cc3ccccn3)n2)cc1 | -7%
Cn1c(N2CCC(C(N)=O)CC2)nc2c1c(=O)n(Cc1cccc(Br)c1)c(=O)n2C | -5%
CCn1ncc(Cl)c1C(=O)Nc1cc(Cl)ccc1Cl | -3%
COc1cccc(Nc2ncc3nc(CCc4ccccc4)c(=O)n(C)c3n2)c1 | 0%
CCOC(=O)c1ccc(NC(=O)NCc2ccncc2)cc1 | 5%
COc1ccc(OC)c(S(=O)(=O)N(C)CC(=O)Nc2cc(Cl)ccc2OC)c1 | -4%
O=C(c1ccccc1-c1ccccc1)N1CCCC1 | -7%
CCCCn1nnc(NC(=O)c2sc3cc(Cl)ccc3c2Cl)n1 | -4%
CCN(CCO)C[C@H]1CCC[C@H]2CCCC[C@@H]21 | -3%[5.75 µM]
c1ccc(Cn2ccnc2SCc2nnc(-c3ccccc3)o2)cc1 | -1%
CCOC(=O)c1c(NC(=O)c2cccs2)sc(C(=O)N2CCOCC2)c1C | -3%
O=C(CSc1nnnn1Cc1ccccc1)NCC(=O)c1ccccc1 | -4%
O=C(CSc1nc2ccccc2c2nc3ccccc3n12)NCc1ccco1 | -7%
CCCCOCCCNC1=NCCCCC1 | 0%
CCOC(=O)C(Cc1ccccc1)NC(=O)Cn1nnc(-c2ccccc2)n1 (stereo not drawn) | -4%
O=C(NCCC1=CCCCC1)C1CCCN(S(=O)(=O)c2cccc3cccnc23)C1 (stereo not drawn) | 0%
COc1ccc(N=c2oc3cc(O)ccc3cc2C(=O)NCC2CCCO2)cc1 (stereo not drawn) | -2%
O=C(CN1CCOCC1)Nc1ncc(Br)cc1Br | -2%
COc1ccc(C(=O)n2nc(-c3ccc(C)cc3)nc2N)cc1OC | 7%
C=COCCNC(=O)C1CC(=O)N(c2ccc(C)cc2)C1 (stereo not drawn) | 7%
Cc1cc(C)c2c(c1)-c1c(ssc1=S)C(C)(C)N2C(=O)CSc1nncn1C | -6%
O=C(NCCN1CCN(c2ccccc2F)CC1)c1cccn2c(=O)c3ccccc3nc12 | 7%
CC(C)c1ccccc1N1CC(C(=O)O)CC1=O (stereo not drawn) | 5%
COC(=O)Cc1c(C)c2ccc(OCC(=O)N3CCOCC3)cc2oc1=O | -5%
COc1ccc(CNC(=O)c2cc(-c3ccco3)on2)cc1 | -3%
ClC1=C(Cl)C2(Cl)C3C(Cl)C(Cl)CC3C1(Cl)C2(Cl)Cl (stereo not drawn) | 13%
Cc1ccnc2nc(C(=O)N3CCN(S(=O)(=O)c4ccccc4)CC3)nn12 | -1%
O=C(CCCC(=O)OCC1CCCO1)OCC1CCCO1 (stereo not drawn) | -3%
O=C(C1CCC1)N1CCc2cc(S(=O)(=O)Nc3ccc4c(c3)OCO4)ccc21 | 0%
CC(=O)Nc1cc(-c2nn(CC(=O)N3CCCCC3)c(=O)c3ccccc23)ccc1N1CCOCC1 | -6%
CC(C)C(c1nnnn1Cc1ccccc1)N1CCc2ccccc2C1 (stereo not drawn) | 0%
O=C(CCNC(=O)Cn1ccc2ccccc2c1=O)NCCCN1CCN(c2ccccc2F)CC1 | -8%
c1ccc(Cn2nnnc2CN2CCN(Cc3ccc4c(c3)OCO4)CC2)cc1 | 0%

As a short view, 4 of the compounds above.
SMILES | AmpC det inh
O=C(NCCN1CCN(c2ccccc2F)CC1)c1cccn2c(=O)c3ccccc3nc12 | 7%
CC(C)c1ccccc1N1CC(C(=O)O)CC1=O (stereo not drawn) | 5%
COC(=O)Cc1c(C)c2ccc(OCC(=O)N3CCOCC3)cc2oc1=O | -5%
COc1ccc(CNC(=O)c2cc(-c3ccco3)on2)cc1 | -3%

(list continues)
SMILES | AmpC det inh
c1ccc(SCc2nc(-c3cccnc3)no2)cc1 | -3%
COc1ccc(Nc2cc(C)nc3nc(C)nn23)cc1Cl | 4%
O=C(CCN1C(=O)C2C3C=CC(C3)C2C1=O)N1CCN(c2ccccc2Cl)CC1 (stereo not drawn) | -4%
O=C1C(Cl)=C(Nc2ccccc2O)C(=O)N1c1ccccc1 | 12%
CC1=C(C(N)=O)C(c2cccc(OCc3ccccc3)c2)n2nnnc2N1 (stereo not drawn) | 12%
Cc1cccc(-n2ncc3c(N)ncnc32)c1 | -1%
CCOc1ccc(CCNC(=O)CCc2nc(-c3ccc(OC)cc3)no2)cc1OCC | -3%
Cc1ccc(CCNC(=O)c2nnn(-c3cccc(C)c3)c2N)cc1 | -2%
COc1ccc(-n2c(=O)c(C)nc3cnc(N(C)C)nc32)cc1 | 0%
O=C1CC(c2ccco2)CC(O)=C1C=NCCN1CCNCC1 (stereo not drawn) | 9%
COc1ccc(Cl)cc1N1C(=O)C2CCCN2C1c1ccc(F)cc1 (stereo not drawn) | 6%
CCCC(c1nnnn1Cc1cccs1)N1CCN(C2CCCC2)CC1 (stereo not drawn) | 9%
COc1cc(CC(=O)Oc2ccc3c(c2)OCO3)cc(OC)c1OC | -4%
C=C(C)[C@H]1[C@H]2OC(=O)[C@@H]1[C@]1(O)C[C@H]3O[C@]34C(=O)O[C@H]2[C@]14C | 2%
CCn1cc(Cl)c(C(=O)Nc2nc3ccccc3n2CCN2CCCCC2)n1 | 20%
CC1(C)CC(N2CN(C3CCCCC3)CC2=O)CC(C)(C)N1 | 0%
O=C(NCCNC(=O)C(F)(F)F)c1ccncc1 | -3%
CCC(C)(C(=O)Nc1ccc2c(c1)OCCO2)N(C(C)=O)c1ccc(C(N)=O)cc1 (stereo not drawn) | -1%
COC(=O)c1sc(NC(=O)C2CCCO2)c(C(=O)OC)c1C (stereo not drawn) | -2%
COc1ccc(OC)c(-c2cc(C(=O)N3CCCc4ccccc43)no2)c1 | -4%
COC(=O)c1[nH]c2cc(C)ccc2c1NC(=O)CN1CCN(c2ccccc2OC)CC1 | -3%
Cc1cc(Nc2nc3ccccc3[nH]c2=O)n(-c2ccccc2)n1 | 0%
CCOc1ccccc1OCCCC(=O)N1CCN(S(=O)(=O)c2ccc(C)cc2)CC1 | -3%
CCN(CC)c1ccc(C2C3CCCCC3(O)CCN2CC(=O)N2CCCCC2)cc1 (stereo not drawn) | 3%

The final two records of the section above lead into the next.
SMILES | AmpC det inh
CCOc1ccccc1OCCCC(=O)N1CCN(S(=O)(=O)c2ccc(C)cc2)CC1 | -3%
CCN(CC)c1ccc(C2C3CCCCC3(O)CCN2CC(=O)N2CCCCC2)cc1 (stereo not drawn) | 3%
Cn1c(=O)c2c(nc(NCCNc3nc4c(c(=O)n(C)c(=O)n4C)n3C)n2C)n(C)c1=O | 12%[5.75 µM]
Cc1ccc(NC(=O)CS(=O)CC(=O)NC(C)CCc2ccco2)cc1Cl (stereo not drawn) | -2%
CCn1c(SCC(=O)Nc2nonc2C)nnc1-c1ccoc1C | -2%
CC1(C)SC2c3ccccc3C(=O)N2[C@@H]1C(=O)NCCCN1CCOCC1 (stereo partly drawn) | -1%
Oc1ccccc1O | 8%&-2%
CC1=NC(Nc2nc(C)c3ccccc3n2)=NC(C)(C)C1 | 7%
O=C(CN1CCCC1)N1c2ccccc2Sc2ccccc21 | -3%
CCCc1cc(=O)oc2cc(C)cc(OCc3nn[nH]n3)c12 | -3%
Cc1ccc(OCCC(=O)Nc2c(C)n(C)n(-c3ccccc3)c2=O)cc1 | 0%
CC1=C(C(=O)OCc2ccccc2)C(c2cccnc2)n2ncnc2N1 (stereo not drawn) | -2%
CC(C)C(NC(=O)C1CCCCC1)C(=O)Nc1ccc2c(c1)OCCO2 (stereo not drawn) | 0%
Cn1c(=O)c2c(nc(SCC(=O)Nc3ccccc3N3CCCCC3)n2C)n(C)c1=O | 0%
O=S(=O)(c1ccc(Cl)cc1Br)N1CCCCC1 | -14%
Cc1c(Cc2ccccc2)c(=O)oc2c(C)c(OCc3nn[nH]n3)ccc12 | -4%
CC(CN(C)Cc1ccccc1)OC(=O)C1COc2ccccc2O1 (stereo not drawn) | 10%
O=C(CSc1n[nH]c(-c2ccccc2Br)n1)NC(=O)NCc1ccco1 | -3%
CC(N)C(=O)c1ccco1 (stereo not drawn) | -3%
COc1cc(C(=O)Nc2cnc(NC(=O)C(C)C)cc2C)cc(OC)c1OC | -1%
CC(C)c1ccc(NC(=O)CCNS(=O)(=O)c2cccc3nonc23)cc1 | -2%
Cc1nnc(SCC(=O)NCc2ccc3c(c2)OCO3)s1 | 1%
O=S(=O)(Nc1nnc(-c2ccccc2)s1)c1ccc(Cl)cc1 | -4%
CCOC(=O)CCC(=O)NCc1ccc2[nH]c(C)cc2c1 | -2%
CCOc1ccc(-n2c(Cc3cc(=O)[nH]c(=O)[nH]3)nnc2SC(C)C)cc1 | 24%
COCc1nc(-c2ccc(-c3ccc(OC)cc3)nc2OC)no1 | 9%
O=C(CN1C(=O)c2ccccc2C1=O)N1CCN(c2ccccc2)CC1 | -3%
C(=N\n1cnnc1)/c1ccc(N2CCOCC2)s1 | -2%
CC1(C)Oc2ccc(C(=O)N3CCc4ccccc43)cc2N(CC(=O)N2CCCC2)C1=O | -2%
CCN(CC)S(=O)(=O)c1cccc(-c2nnc(SC(C)C#N)n2Cc2ccccc2)c1 (stereo not drawn) | -6%
CC1(C)[C@@H](OC(=O)CCC(=O)O)CC[C@@]2(C)[C@H]1CC[C@@]1(C)[C@H]2C(=O)C=C2[C@H]3C[C@](C)(C(=O)O)CC[C@]3(C)CC[C@@]21C | -11%[12.8 µM]
Cc1nc2ccc(NC3=NCCCCC3)cc2s1 | -3%
Cc1ccc(C2C(=O)N(C3CCC(C)CC3)CC(=O)N2C2CC2)cc1 (stereo not drawn) | -2%
CN(C1CCCCC1)S(=O)(=O)c1ccc2c(c1)c(=O)c(C(=O)NCCN1CCCC1)cn2C | 10%
N=c1sc2ccccc2n1-c1ccccc1 | 0%
O=C(CN1CCc2ccccc2C1)Nc1ccccc1N1CCCCCC1 | 3%
COc1nc(C)ccc1-c1noc(-c2ccncc2)n1 | -2%
O=C(CSc1ccc2c(c1)OCCO2)NCc1ccco1 | 10%
O=C(Nc1nc2ccc(S(=O)(=O)N3CCCCC3)cc2s1)c1ccncc1 | -1%
CCOC(=O)c1c(C)[nH]c(C(=O)OCC(=O)N2CCc3ccccc32)c1C | -1%
CCOC(=O)C(C)Sc1nc(N)c(NC(=O)c2ccc(OC)c(OC)c2)c(=O)[nH]1 (stereo not drawn) | 10%
CCS(=O)(=O)CCSc1nc2ccccc2o1 | -7%
COc1ccc(C)cc1NC(=O)C1CC(=O)N(Cc2ccco2)C1 (stereo not drawn) | -1%
COCCn1c(SCC(=O)Nc2nnc(C)s2)nnc1-c1c[nH]c2ccccc12 | 14%

Screening data from PubChem.
